# STEP inh – inhibitors of human striatal-enriched phosphatase STEP; P54829; recombinant STEP, OMFP fluorogenic substrate, fluorescence; inhibition, % at 20 µM; hit rate 0.25% among 360,000;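 active means inhibition at 20 µM, scaled per plate between control wells, above about 37%, limit read from the data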;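 further: 0% = DMSO with enzyme and substrate and 100% = substrate only without enzyme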
# Target sequence (P54829 whole entry, looked up): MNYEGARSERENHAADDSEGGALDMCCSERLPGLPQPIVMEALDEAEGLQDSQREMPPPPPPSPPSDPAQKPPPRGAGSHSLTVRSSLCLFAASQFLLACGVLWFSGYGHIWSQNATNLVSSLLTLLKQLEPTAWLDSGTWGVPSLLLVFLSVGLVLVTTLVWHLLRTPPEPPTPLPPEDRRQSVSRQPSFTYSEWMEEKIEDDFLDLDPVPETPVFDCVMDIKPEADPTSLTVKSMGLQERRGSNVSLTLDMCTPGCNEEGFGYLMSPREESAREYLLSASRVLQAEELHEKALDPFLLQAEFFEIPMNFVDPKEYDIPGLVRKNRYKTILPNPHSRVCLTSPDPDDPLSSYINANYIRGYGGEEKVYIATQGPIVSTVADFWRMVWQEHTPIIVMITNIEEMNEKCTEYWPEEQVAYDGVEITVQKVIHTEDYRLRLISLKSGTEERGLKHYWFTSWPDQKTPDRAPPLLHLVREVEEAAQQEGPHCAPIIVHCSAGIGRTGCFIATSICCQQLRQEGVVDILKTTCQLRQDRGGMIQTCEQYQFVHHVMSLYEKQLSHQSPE
#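 medium = Bis-Tris buffer pH 6.0, 2.5 mM DTT, 0.005% Tween 20 | test system = STEP (striatal-enriched tyrosine phosphatase) enzyme, cell-free | measure = normalized % inhibition | compound dosing = 20 µM, 1% DMSO | also added = 25 µM OMFP | schedule = reaction 20 min, ambient temperature | measured by = fluorescence read at 480 nm ex / 540 nm em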
# LMPTP block – blocks human LMPTP phosphatase; AID 651560; P24666; recombinant LMPTP-A, OMFP fluorogenic substrate, fluorescence intensity; hit rate 0.22% among 360,000; inhibition, % at 20 µM;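 active means compounds that cut the enzyme signal by at least half of the control window in the single-dose screen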;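 further: plate controls were DMSO wells with enzyme plus substrate for no effect and substrate without enzyme for full effect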
# Target sequence (P24666 whole entry, looked up): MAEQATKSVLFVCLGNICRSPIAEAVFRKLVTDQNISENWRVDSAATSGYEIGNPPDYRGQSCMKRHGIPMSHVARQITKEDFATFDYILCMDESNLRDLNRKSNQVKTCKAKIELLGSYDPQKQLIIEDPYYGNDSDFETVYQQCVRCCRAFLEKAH
#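 Test system – LMPTP-A phosphatase enzyme · Quantity – 0.625 nM LMPTP-A final · Reagent – OMFP substrate, 400 µM final · Dosing – one test concentration per compound, 20 µM, with 3% DMSO overall · Timing – 50 min enzyme reaction at room temperature, protected from light · Detection – fluorescence intensity · Controls – substrate-only low control, DMSO enzyme-plus-substrate high control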
# SUMO1-SIM PPI – alters human SUMO1 binding to SIM partners. AID 602429. SUMO1 binding to a labelled peptide, TR-FRET, 1 h. hit rate 0.33% among 360,000. inhibition, % at 20 µM; in the data active means inhibition above about 37%
# Target sequence (P63165 whole entry, looked up): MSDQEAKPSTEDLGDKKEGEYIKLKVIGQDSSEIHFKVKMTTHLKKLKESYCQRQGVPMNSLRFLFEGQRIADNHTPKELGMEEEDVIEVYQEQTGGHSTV
# Scp-1 inhibitor – Scp-1 (human) phosphatase inhibition; inhibition, % at 20 µM; Recombinant Scp1, phosphopeptide, malachite green phosphate absorbance; hit rate 0.88% among 340,000; Q9GZU7; AID 493091;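 active means inhibition above about 50% at 20 µM, limit read from the data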;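 further: plate controls were DMSO wells with enzyme for no effect and wells lacking enzyme for full effect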
# Target sequence (Q9GZU7 76-261 limits assumed): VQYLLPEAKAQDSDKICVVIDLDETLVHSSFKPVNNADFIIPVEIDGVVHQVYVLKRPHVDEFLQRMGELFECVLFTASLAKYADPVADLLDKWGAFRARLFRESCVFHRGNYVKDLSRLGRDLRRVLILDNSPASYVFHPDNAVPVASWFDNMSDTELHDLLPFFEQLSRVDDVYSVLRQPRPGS
#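 Test system: SCP-1 phosphatase catalytic domain, residues 76-261; measured by: colorimetric phosphate reagent with accelerator and stabiliser, absorbance at 630 nm; timing: enzyme reaction 45 min at room temperature, colour 5 min, stabilisation 30 min; also added: Phosphorylated 17-residue peptide substrate; compound dosing: one concentration, 20 µM, with 1.0% DMSO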
# bovine MsrA act – activators of bovine methionine sulfoxide reductase A; activation, % at 10.6 µM; purified bovine MsrA, absorbance read-out; hit rate 0.3% among 360,000; in the data active means activation above about 7.5%;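 further: 0% = vehicle and 100% = reference activator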
# MsrA inhibitor – inhibits bovine methionine sulfoxide reductase A | purified bovine MsrA, absorbance read-out | AID 651718 | inhibition, % at 15.5 µM | hit rate 0.75% among 360,000; in the data active means inhibition above about 4.5%;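 further: 0% = vehicle wells with enzyme and 100% = reference inhibitor wells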
# DNMT1 block – DNMT1 (human) enzyme inhibition. inhibition (reported as % activation of signal), % at 10 µM. DNMT1 molecular beacon, Hinp1I cleavage, fluorescence. P26358. hit rate 0.83% among 360,000; in the data active means inhibition above about 50%
# TbMetRS inhib – Trypanosoma brucei MetRS inhibition; inhibition, % at 11.9 µM; hit rate 0.4% among 360,000; purified T. brucei MetRS, ATP depletion, Kinase-Glo luminescence;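 active means inhibition above a per-plate cutoff of the control wells' mean inhibition plus 3 SD, cut at about 5.5% in these data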;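 further: 0% = DMSO wells median and 100% = median of wells with control inhibitor compound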
#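 Assay system: T. brucei methionyl-tRNA synthetase, purified | Medium: HEPES buffer with MgCl2, KCl, DTT, spermine, BSA, pyrophosphatase | Compound: 11.9 µM single point | Incubation: 15 min enzyme-compound preincubation, 2 h reaction, 10 min detection, 25 °C | Measured by: Kinase-Glo luciferase luminescence reporting remaining unconsumed ATP | Measure: % inhibition normalized to control-well medians | Replication: Singlicate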
# CendR NRP1 mod – NRP-1/CendR interaction modulation; O14786; FAM-RPARPAR peptide binding to NRP-1, fluorescence polarization; inhibition, % at 25 µM; hit rate 0.85% among 360,000; AID 602438;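 active means inhibition or corrected inhibition above about 18%, plus a signal ratio from 0.5 to 1.5, limit read from the data, passing the limit was not always enough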; further: strong numbers were not always called active
# E coli Lon inh – E. coli protease La inhibition; P0A9M0; purified E. coli Lon protease, fluorescence polarization; inhibition, % at 7.94 µM; hit rate 0.42% among 360,000; AID 602123; in the data active means inhibition above about 13%, passing the limit was not always enough;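 further: 0% = enzyme with probe and DMSO and 100% = no enzyme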
# Active calls of the source: *; . = not tested or not shown.
SMILES,STEP inh,LMPTP block,SUMO1-SIM PPI,Scp-1 inhibitor,bovine MsrA act,MsrA inhibitor,DNMT1 block,TbMetRS inhib,CendR NRP1 mod,E coli Lon inh
Cc1ccc(-c2cnc(C(O)c3ccc(Cl)cc3C)[nH]2)cc1 (stereo unspecified),1,-0.1,2,.,-4,-0.4,-3,0.2,-11,-10
COc1ccccc1NC(=O)COc1ccccc1C(=O)c1cnn(-c2ccccc2)c1,0,1.6,1,-9,-2,-0.6,-6,-0.1,-4,-7
CCOC(=O)CN1C(=O)c2ccccc2C1=O,-2,0.2,-7,-2,-3,-0.5,3,-0.3,-5,-7
O=C(O)CN(c1ccccn1)S(=O)(=O)c1ccccc1,0,-0.6,-4,3,-2,2.0,-1,0.1,11,-8
Cc1sc2ncnc(N3CCC(C(=O)NNC(=O)COc4ccccc4F)CC3)c2c1C,-1,0.7,10,-8,0,0.6,0,0.2,10,-3
C#Cc1ccc([C@H]2C=C(C(=O)NCc3nc4ccccc4[nH]3)O[C@@H](OCC)[C@@H]2CCCO)cc1,-2,1.9,1,-3,3,-0.7,-7,12*,4,-7
CC(NCc1ccc2c(c1)OCO2)C(=O)NC1CCCc2ccccc21 (stereo unspecified),-2,-2.9,-1,6,-11,-0.2,-4,-2.5,6,4
O=C(c1ccc(Cl)cc1Cl)N1CCN(c2ccccn2)CC1,2,-0.7,5,-10,-1,-1.3,3,0.2,-4,7
C/C(=C\c1ccc(N)cc1)c1nc2ccccc2[nH]1,0,1.3,-9,-16,-5,2.3,2,-0.8,-14,-2
CCCC(OC(=O)CC1Sc2ccccc2NC1=O)C(=O)NCc1ccco1 (stereo unspecified),1,-0.5,-3,-5,-2,-0.9,1,-0.1,-2,0
CN(c1ccccc1C(=O)Nc1ccc2ccccc2c1)S(C)(=O)=O,-2,-1.1,-7,-14,-4,-0.5,3,-0.2,4,-5
COc1cc(/C=C/C(=O)OCc2c(C)noc2C)ccc1OC(F)F,0,-0.7,-11,-3,-13,0.1,7,-0.8,-3,-4

# Sorted by value in CendR NRP1 mod (falling): 3 of the compounds above.
molecule	CendR NRP1 mod
CC(NCc1ccc2c(c1)OCO2)C(=O)NC1CCCc2ccccc21 (stereo unspecified)	6
CCCC(OC(=O)CC1Sc2ccccc2NC1=O)C(=O)NCc1ccco1 (stereo unspecified)	-2
Cc1ccc(-c2cnc(C(O)c3ccc(Cl)cc3C)[nH]2)cc1 (stereo unspecified)	-11

# The list goes on:
SMILES,STEP inh,LMPTP block,SUMO1-SIM PPI,Scp-1 inhibitor,bovine MsrA act,MsrA inhibitor,DNMT1 block,TbMetRS inhib,CendR NRP1 mod,E coli Lon inh
COc1ccc(NC(=O)N2CCCCC2)cc1,1,-0.7,4,-2,-3,0.7,0,-0.8,-5,-6
Cc1ccc(S(=O)(=O)Nc2ccc(N3CCOCC3)cc2)cc1[N+](=O)[O-],-2,1.4,-10,0,-10,-0.4,-8,-1.1,12,-1
Cc1cc(C)nc(SCC(=O)Nc2sc3c(c2C#N)CCC(C)C3)n1 (stereo unspecified),-1,2.1,1,-1,-12,0.3,-3,-3.5,-5,-2
S=C(NC1CCCCC1)N1CCC(C2C=NC=N2)CC1 (stereo unspecified),2,-4.3,5,.,0,1.1,-3,0.0,4,3
Nc1ccc(-c2cc3ccccc3oc2=O)cc1,-1,-0.3,-25,-4,-3,1.9,-4,-1.0,-4,-13
COc1ccc(S(=O)(=O)N2CC(=O)Nc3ccccc32)cc1,-6,-1.9,6,17,-12,-1.1,4,-1.1,-7,-3
COc1ccc(CCNC(=O)CSc2nc3[nH]ncc3c(=O)n2-c2ccc(Br)cc2)cc1OC,1,-0.4,2,-11,-3,0.0,0,1.1,2,-1
Cc1ccc(NC(=O)Nc2ccc3c(c2)OCO3)cc1F,-1,0.0,-4,-5,-3,0.5,7,-0.4,10,-1
N#Cc1ccc(-c2cccnc2)nc1SCC(=O)Nc1sc2c(c1C#N)CCC2,0,21,11,9,-2,.,7,-0.1,-72,-93
Cc1cc(-c2ccccc2)n2nc(C)c(C#N)c2n1,1,-0.9,-1,-3,-3,0.4,2,-0.1,2,5
Cc1cccc(NC(=O)C2(c3cccs3)CCOCC2)c1,0,-1.8,1,-4,-3,-0.2,5,1.3,-1,-1
COc1cc2nc(SCc3c(C)noc3C)n(CCC3=CCCCC3)c(=O)c2cc1OC,3,6.5,2,-19,0,-0.1,-11,-0.2,-9,4
Cc1ccc(C)c(C(=O)CN2C(=O)NC3(CCc4ccccc43)C2=O)c1 (stereo unspecified),2,-0.4,6,-8,0,-0.3,0,-0.4,-1,5
O=C(C[C@H]1C/C=C\C[C@H](NC(=O)OCC2c3ccccc3-c3ccccc32)C(=O)OC[C@@H]2CCCN2C1=O)NCCO,1,2.7,-7,3,-3,0.8,1,-0.1,17,-15
COc1cccc(C(=O)Nc2nnc(-c3ccc(Cl)cc3)o2)c1,1,0.0,12,-19,2,0.5,3,-0.5,-13,3
O=C1/C(=C/c2ccccn2)SC(=S)N1N1CCOCC1,1,0.2,-20,-7,-1,0.4,0,-0.4,-2,-19
O=C(O)CC1(CC(=O)O)Nc2ccccc2SC1=O,0,-5.6,1,-10,-1,0.4,0,-0.2,2,-5
CCCNC(=O)Nc1cc(OC)c(OC)cc1Cc1nccc2cc(OC)c(OC)cc12,-2,0.2,-3,0,-13,2.0,44,-1.9,7,6
Cc1cc(=O)n2[nH]c(=O)c(N=Nc3ccccc3)c2[nH]1,3,3.2,-21,-10,3,0.7,-3,-0.1,3,-4
Cc1ccc(S(=O)(=O)NCC2CCC(C(=O)N3CCOCC3)CC2)cc1 (stereo unspecified),0,-1.5,-4,-8,-2,-0.4,2,0.1,9,-8
COC(CNC(=O)C(=O)NCC1OCCN1S(=O)(=O)c1ccccc1)OC (stereo unspecified),-1,-0.4,4,0,-1,2.1,1,-0.5,10,-8
COc1cc(/C=N/NC(=O)c2cc(-c3ccccc3)nc3ccccc23)cc(OC)c1O,1,3.3,-2,-5,-1,2.0,-5,0.1,24,-9
Cc1cc([N+](=O)[O-])ccc1NC(=O)CSc1nnc(C)n1C,0,-0.6,-7,0,-14,1.2,5,-0.6,11,-17
Fc1ccc(-c2csc(NC(=S)Nc3ccccc3)n2)cc1,-2,1.9,0,-4,-3,-0.7,-13,0.3,4,-1
CCOC(=O)Cn1c(=O)oc2cc(S(=O)(=O)N(CCN(C)C)Cc3ccccc3)ccc21,0,0.7,-1,-3,-3,0.1,0,-0.8,1,9
c1ccc(COc2ccc(OCCN3CCCC3)cc2)cc1,0,0.6,-3,8,-10,-0.3,-4,-1.6,2,-5
CC(C)NC(=O)NC(=O)COC(=O)/C=C/c1ccc2c(c1)OCO2,0,0.3,-27,-8,-3,1.3,12,0.8,3,-11
COc1ccccc1N1CCN(C(=O)c2cc(C)on2)CC1,3,-1.9,-2,-4,-3,0.1,0,-0.4,-1,1
COc1ccc(C(=O)N(c2ccccn2)C2CCCCC2)c(OC)c1,2,0.3,2,-3,-1,-0.6,4,-0.5,3,-3
CCCCC(=O)Nc1ccccc1C#N,-1,-2.0,-3,-4,0,-0.9,-1,-0.3,7,-6
Cc1cc(C)c(S(=O)(=O)NCCCn2ccnc2)c(C)c1,-1,-8.3,2,-7,-2,0.6,-7,0.5,5,0
CCOC(=O)CSc1nc2sc3c(c2c(=O)[nH]1)CC(C)(C)OC3,-2,-1.7,1,-12,1,0.8,11,0.3,6,9
CC(C)N(C(=O)CSc1nnc(Cn2nnc3ccccc32)n1C)C(C)C,-4,-2.6,0,1,-1,-0.1,-1,0.3,4,5
Cc1ccc(N(CC(=O)NCC2CCCO2)C(=O)CCC(=O)Nc2ccccn2)cc1 (stereo unspecified),4,-0.7,-2,-8,-1,1.8,3,-0.3,9,-2
CN(CC(=O)N1CCN(c2ccccn2)CC1)S(=O)(=O)c1cccc2nsnc12,3,-0.8,-24,0,-2,-0.6,3,-0.3,-4,1
O=C(NCc1n[nH]c(=S)n1-c1cccc(C(F)(F)F)c1)c1ccco1,0,-0.3,2,2,-8,1.0,3,-1.2,3,11

# Taken from above.
# Cc1ccc(N(CC(=O)NCC2CCCO2)C(=O)CCC(=O)Nc2ccccn2)cc1 (stereo unspecified) @ DNMT1 block = 3
# CCCCC(=O)Nc1ccccc1C#N @ MsrA inhibitor = -0.9

# (next part)
SMILES,STEP inh,LMPTP block,SUMO1-SIM PPI,Scp-1 inhibitor,bovine MsrA act,MsrA inhibitor,DNMT1 block,TbMetRS inhib,CendR NRP1 mod,E coli Lon inh
CN(c1ccccc1C(=O)N1CCN(c2ccccc2)CC1)S(C)(=O)=O,-7,-1.0,-3,-5,-2,2.0,-1,-0.4,-11,-2
O=C(N/N=C/C=C\c1ccco1)c1cccs1,5,4.7,21,-4,-5,3.8,43,-1.2,-31,1
O=C(OCc1ccccc1F)c1cc2ccccc2cc1O,4,2.8,0,-10,-4,1.3,4,0.1,9,1
C#CCOCCOCCOCCNc1nc(N2CCN(C(=O)[C@H](CCCCN)n3cc([C@@H](N)[C@H](C)CC)nn3)CC2)nc(N2CCN(C(=O)[C@H](CCC(=O)O)n3cc([C@@H](N)CCSC)nn3)CC2)n1,-2,-9.1,-8,4,-4,-0.5,8,0.7,-14,-6
Cc1ccc(S(=O)(=O)N2CCOCC2)c(C)c1NS(C)(=O)=O,-2,-0.8,-1,-2,-1,-1.5,2,0.4,14,-3
CCN(C)C1CN(Cc2cn(Cc3ccc(Cl)cc3)nn2)S(=O)(=O)C1 (stereo unspecified),.,-1.0,6,.,0,-0.5,.,-0.2,15,-10
COc1cccc(NC(=O)C2Cc3ccccc3CN2C(=O)c2ccco2)c1 (stereo unspecified),-1,0.8,1,-8,-1,0.0,-8,0.6,-13,-11
Cc1c(NC(=O)c2ccc(Cl)c(S(=O)(=O)N3CCOCC3)c2)c(=O)n(-c2ccccc2)n1C,-6,-1.7,3,-6,-1,-0.7,-1,0.5,3,5
CCOC(=O)CNS(=O)(=O)c1c(C)noc1C,1,0.1,-2,-3,-9,0.1,5,-0.3,-13,5
CCC(C)(C)NC(=O)Cn1c(-c2ccccc2)cc(C(C)=O)c1C,3,-0.5,1,-6,-6,-0.6,0,-1.0,11,5
COc1ccccc1-n1c(-c2cc(-c3ccc(F)cc3)n[nH]2)n[nH]c1=S,5,0.7,2,-3,2,-0.9,2,-0.4,7,-4
CC(C)(C)C1CCC(C(=O)OCC(=O)N2CCN(C(=O)c3ccco3)CC2)CC1 (stereo unspecified),-2,1.1,1,-6,-2,0.6,-1,0.8,10,3
CC(C)(C)NC(=O)COc1ccc(CNc2ncn[nH]2)cc1,-1,-1.2,-1,-3,-3,1.5,1,-0.7,-2,2

# Screening results deposited in PubChem BioAssay by several laboratories.
